Compound activity from PubChem.
HCV inh = inhibitors of hepatitis C virus infection. 340,000 compounds, 3.4% hits. Potency, µM (top dose mostly 41.8 µM), inactives show top-dose activity change, negative = inhibition, most hits filed as inhibitors. Huh7.5.1 HCVcc-Cre infection, luciferase reporter, 44 h
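Cells (1,000/well) were plated 4 h before compound, then infected with HCVcc-Cre virus (~0.5 moi). After 44 h further culture, infection was read as luciferase luminescence following a 15 min substrate incubation at room temperature.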
Tb PYK inh = inhibitors of Trypanosoma brucei pyruvate kinase. Q57TT1. TbPYK enzyme, Kinase-Glo Plus ATP luminescence, 45 min. Potency, µM (titrated, usually from 76.8 µM), without a hit: at the highest dose activity, negative = inhibition, most hits filed as inhibitors. 410,000 compounds, 0.12% hits. AID 624173; note: nearly all actives have a fitted effect of over 50% in size
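Activity of T. brucei pyruvate kinase was followed by Kinase-Glo Plus luminescence after the enzyme reacted 45 min at room temperature with 130 uM ADP (final) and substrate. Test compounds were added before ADP at multiple concentrations.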
* marks the source's active call; other numbers are inactive results; ? = inconclusive; [ ] = dose if it differs, or a comment. Calls come from the whole dose curve; as a rule, active = well fitted curve in the direction sought with a large enough effect; inconclusive = small, poorly fitted or top-dose-only effect, or another doubt; inactive = no such curve, though single readings can be large; an effect the other way counts as inactive or inconclusive. % is set by controls: 0 for no effect and ±100 for the full control effect; potency is the fitted concentration of half-maximal effect. A portion of the library; count on the stated rates, not on these rows.

SMILES	HCV inh	Tb PYK inh
CC1(c2nnc(-c3ccccc3)o2)CC(c2ccc([N+](=O)[O-])cc2)=NO1 (stereo unspecified)	?	-3%
Oc1ccc(C=NN=C2c3ccccc3-c3ccccc32)c(O)c1	?	-8%
C[C@@H]1CN([C@@H](C)CO)C(=O)c2cc(N(C)C)ccc2O[C@@H]1CN(C)S(C)(=O)=O	1%	-1%
O=S(=O)(/N=C(/Nc1cccnc1Cl)c1ccccc1)c1ccccc1	13%	0%
C=CCOC(=O)c1ccccc1C(=O)OCC=C	5%	1%
Cn1cccc1C(=O)Nc1ccc(N2CCOCC2)cc1	7%	-17%
COc1ccc(NS(=O)(=O)c2ccc(N3CCOCC3)c(NC(=O)/C=C/C(=O)O)c2)cc1	-1%	5%
CCC(CC)c1nnc(NC(=O)CS(=O)(=O)Cc2ccccc2)s1	-1%	-4%
N#Cc1ccccc1S(=O)(=O)N1CCN(C(=O)Cc2n[nH]c(=O)c3ccccc23)CC1	6%	-4%
Cc1cc(C(=O)CSc2nnc(-c3ccco3)o2)c(C)n1C	11µM*	-15%
COC1C=CC=C(C)C(=O)NC2=CC(=O)C(N)=C(CC(C)CC(OC)C(O)C(C)C=C(C)C1OC(N)=O)C2=O (stereo unspecified)	?	-3%
O=C(CCc1ccccc1Cl)Nc1cc(S(=O)(=O)N2CCOCC2)ccc1N1CCCC1	-15%	1%
Cc1nnc(SC(C)C(=O)Nc2ccc(Cl)cc2Cl)[nH]c1=O (stereo unspecified)	5%	2%
COc1ccccc1NS(=O)(=O)c1cc(N)ccc1N1CCOCC1	?	?
CC(=NNC(=S)N1CCCCC1)c1cccc(C)n1	-70%	-23%
CCOc1ccc(CCNC(=O)COC(=O)C2CCN(S(=O)(=O)c3ccccc3)CC2)cc1OCC	-13%	2%
O=C(NC1=NCCS1)c1ccc(F)c(S(=O)(=O)N2CCOCC2)c1	11%	4%
COc1cccc(C2C(C(=O)c3ccco3)=C(O)C(=O)N2CCCN2CCOCC2)c1OC (stereo unspecified)	10%	7%
O=C(N[C@@H]1C/C=C\C[C@H](CC(=O)N(CCO)Cc2ccccc2)C(=O)N[C@@H](Cc2ccccc2)COC1=O)OCC1c2ccccc2-c2ccccc21	-18%	-10%
CN1CC(c2ccccc2)Oc2ccccc2C1=S (stereo unspecified)	1%	-12%
Cc1cccc(NC(=O)c2ccc(OCc3c(C)noc3C)cc2)c1C	14%	1%
COc1cc(-c2noc(C)c2C(=O)NCCCN2CCOCC2)cc(OC)c1OC	-2%	-3%
Cc1ccc(S(=O)(=O)N2CCC[C@H]2C(=O)OCc2cc(=O)oc3cc(C)ccc23)cc1	12%	3%
CN(C(=O)COC(=O)c1cncc(Br)c1)C1CCCCC1	16%	3%
N#CCCN1CCN(CCC#N)C1=S	4%	-6%
CCCn1c(=N)n(CC(=O)O)c2ccccc21	26%	-3%
CCOC(=O)c1ccccc1NC(=O)c1c(O)[nH]c(=O)[nH]c1=O	13%	-6%
O=C(c1ccc(Cl)c(S(=O)(=O)N2CCc3ccccc32)c1)N1CCN(c2ccccc2O)CC1	?	2%
O=C(CN(c1cccc(Br)c1)S(=O)(=O)c1ccccc1)N/N=C/c1cc([N+](=O)[O-])ccc1O	?	-25%
Cn1c2ccccc2c2nnc(N/N=C/c3ccc(O)cc3)nc21	3%	0%

By substructure, the entries above containing bromine.
SMILES	HCV inh	Tb PYK inh
CN(C(=O)COC(=O)c1cncc(Br)c1)C1CCCCC1	16%	3%
O=C(CN(c1cccc(Br)c1)S(=O)(=O)c1ccccc1)N/N=C/c1cc([N+](=O)[O-])ccc1O	?	-25%

The results go on:
SMILES	HCV inh	Tb PYK inh
O=C(O)c1c2cc(Br)ccc2nc2[nH]c(=O)[nH]c(=O)c12	2%	3%
O=C(NC1CC1)C1=C[C@@H](C2CC2)C[C@@H](OCCCCO)O1	20%	2%
c1cc(-c2n[nH]c(-c3ccncc3)n2)ccn1	-3%	-1%
O=C(NCc1ccco1)C(c1ccco1)N(C(=O)Cn1nnc2ccccc21)c1ccc2c(c1)CCC2 (stereo unspecified)	-28%	-4%
COc1ccc(CCNC(=O)CCOc2ccc(C(C)(C)C)cc2)cc1OC	-21%	-4%
CCOC(=O)C1CCN(C(=O)COC(=O)c2c(C)c(CC)nc3ccccc23)CC1	-2%	0%
O=C(O)Cc1c[nH]c2ccc(O)cc12	-6%	3%
C[C@H](CO)N1C[C@H](C)[C@@H](CN(C)C(=O)Nc2ccc3c(c2)OCO3)Oc2c(NC(=O)c3ccncc3)cccc2C1=O	2%	-4%
C[C@]12CCC3C(CC[C@H]4C[C@@H](O)CC[C@]34C)C1C[C@@H](O)[C@H]2O (stereo partly specified)	-9%	1%
CCC(=O)Nc1cccc(-c2nnc(-c3ccccc3)o2)c1	-30%	5%
Nc1cc(N)nc(SCC(=O)NCC(=O)Nc2ccc(F)c(F)c2F)n1	-11%	-1%
C[C@H](O)[C@@H]1C(=O)N2CCc3ccc(N4CCN(C)CC4)cc3[C@@H]2C[C@@H]1N(C)C(=O)NC1CCCCC1	?	2%
CCN(CC)S(=O)(=O)c1ccc(OC)c(NC(=O)c2cccc([N+](=O)[O-])c2C)c1	-8%	-1%
COc1ccc(S(=O)(=O)Nc2c(C)nn(C)c2C)cc1Br	-26%	1%
CCCCOP(=O)(OCCCC)C1(C)CC(=O)CC(C)(C)C1 (stereo unspecified)	4%	-2%
C=C1CC(Cn2cc(Br)c(=O)[nH]c2=O)(c2ccc(-c3ccccc3)cc2)OC1=O (stereo unspecified)	?	-6%
O=C(N[C@@H]1c2ccccc2CC[C@@H]1OCc1ccccc1)c1ccc(C(F)(F)F)cc1	-16%	-7%
CC(C)(C)OC(=O)N(CCc1ccccc1)Cc1ccc(OCc2cccc(NC(=O)/C=C/c3ccccc3)c2)cc1	-3%	2%
CCSc1cnnc2ccccc12	-9%	-7%
CC1CN(S(=O)(=O)c2ccc(C(=O)Nc3nncs3)cc2)CC(C)O1 (stereo unspecified)	13%	-5%
O=C1[C@H]2CCC=C[C@H]2[C@H](c2cccc(Br)c2)N1Cc1ccccc1	-1%	-4%
COc1cc(OC)c(NC(=O)c2cc3ccccc3cc2O)cc1Cl	32µM*	-4%
COCCN(C(=O)COC(=O)Cc1c(C)nc2ccccc2c1C)c1c(N)n(CC(C)C)c(=O)[nH]c1=O	9%	-4%
O=C(C1Cc2ccccc2CN1S(=O)(=O)c1ccccc1[N+](=O)[O-])N1CCOCC1 (stereo unspecified)	1%	9%
Cc1cc(C)c2c(=N)c3ccccc3n(CCCCCCCCn3c4ccccc4c(=N)c4c(C)cc(C)nc43)c2n1	-25%	-3%
O=C(Cc1cccc2ccccc12)Nc1ccccc1	1%	3%
COc1ccc(Cn2c(C)nc3c(c2=O)c2nc4ccccc4nc2n3Cc2ccco2)cc1	?	-26%
COc1cc(C2c3cc4c(cc3OC(NNC(N)=O)C2C)OCO4)cc(OC)c1OC (stereo unspecified)	?	2%
O=C(CSc1ccc(F)cc1)Nc1cccc(S(=O)(=O)N2CCOCC2)c1	13%	0%
O=C1Nc2ccccc2C1=Nc1ccc2[nH]c3ccccc3c2c1	12%	-19%

For reference, some entries already given.
SMILES	HCV inh	Tb PYK inh
CC1(c2nnc(-c3ccccc3)o2)CC(c2ccc([N+](=O)[O-])cc2)=NO1 (stereo unspecified)	?	-3%
Oc1ccc(C=NN=C2c3ccccc3-c3ccccc32)c(O)c1	?	-8%
C[C@@H]1CN([C@@H](C)CO)C(=O)c2cc(N(C)C)ccc2O[C@@H]1CN(C)S(C)(=O)=O	1%	-1%
O=S(=O)(/N=C(/Nc1cccnc1Cl)c1ccccc1)c1ccccc1	13%	0%
C=CCOC(=O)c1ccccc1C(=O)OCC=C	5%	1%
Cn1cccc1C(=O)Nc1ccc(N2CCOCC2)cc1	7%	-17%

The list continues.
SMILES	HCV inh	Tb PYK inh
O=C(COC(=O)c1cc(=O)[nH]c2ccccc12)Nc1ccccc1F	2%	4%
CC1CCCC(NC(=O)COC(=O)c2n[nH]c3ccccc23)C1C (stereo unspecified)	-3%	0%
OCC[C@@H]1C[C@@H](O)[C@H](O)[C@]2(CCCO2)O1	32%[activator]	-6%
C[C@@]12C(=O)N(Cc3ccco3)CC(=O)N1[C@H]1c3ccccc3OC[C@@H]1[C@@H]2c1ccccc1	-23%	0%
O=C(NN(Cc1ccccc1)Cc1ccccc1)c1ccccc1	21%	3%
Cc1cc(C)cc(NC(=O)COC(=O)COc2ccc(N(C)S(=O)(=O)c3cccs3)cc2)c1	30%[activator]	-5%
COc1ccc(NC(C)=O)cc1S(=O)(=O)NC(Cc1ccccc1)C(=O)NC(C)c1ccccn1 (stereo unspecified)	-10%	8%
CC(C)n1c(CNC(=O)c2ccccc2F)nnc1SCC(=O)c1ccc(F)cc1	0%	-15%
Cc1ccc(S(=O)(=O)N2CCC[C@H]2C(=O)NC2CCCCC2)cc1	-8%	-14%
O=[N+]([O-])c1ccc(N/N=C/C=C/c2ccco2)cc1	0%	-1%
COc1ccc(NC(=O)CCCNC(=O)c2ccc(Cl)cc2)cc1S(=O)(=O)N1CCCCC1	?	0%
O=C(N[C@@H]1C/C=C\C[C@@H](CC(=O)N(CCO)Cc2ccccc2)C(=O)N[C@@H](c2ccccc2)COC1=O)OCC1c2ccccc2-c2ccccc21	?	-5%
CC(C)N(C(=O)COC(=O)c1cccnc1Cl)c1ccccc1	2%	2%
CN(CC(=O)Nc1cccc(F)c1)C(=O)COc1ccc2c(c1)CCC2	?	0%
COC(=O)c1ccccc1S(=O)(=O)NNC(=O)c1nn(C)c(=O)c2ccccc12	5%	-3%

Quoted from the listing:
CN(CC(=O)Nc1cccc(F)c1)C(=O)COc1ccc2c(c1)CCC2 in Tb PYK inh = 0%
COc1ccc(NC(=O)CCCNC(=O)c2ccc(Cl)cc2)cc1S(=O)(=O)N1CCCCC1 in Tb PYK inh = 0%

Next part:
SMILES	HCV inh	Tb PYK inh
CN1CCN(S(=O)(=O)c2cccc(C(=O)N3CCN(c4ccccc4)CC3)c2)CC1	-2%	-9%
COc1cccc(NC(=O)CN(C)C(=O)c2cc(-c3ccccc3)nc3ccc(C)cc23)c1	6%	3%
ClCCn1cnc2c(SCc3ccccc3Cl)ncnc21	-16%	3%
O=C(CSc1ccc(S(=O)(=O)N2CCCC2)cn1)Nc1ccc([N+](=O)[O-])cc1C(F)(F)F	13µM*	-12%
COc1ccc(NC(=O)Nc2ccc(O)c3ccccc23)cc1	-15%	-14%
COc1cccc(NC(=O)c2ccccc2NC(=O)c2ccncc2)c1	-21%	-3%
CNc1cccnc1C=NNC(N)=S	3.5µM*	-2%
OCc1cccc[n+]1CCc1ccccc1	-14%	0%
Cc1cc(/C=C2/C(=O)NC(=O)N(c3ccccc3)C2=O)c(C)n1-c1ccc(F)cc1	2%	3%
O=C([C@@H]1CC=C[C@@H]2CCN(C3CCCCC3)C(=O)[C@@H]21)N1CCN(c2ccccc2)CC1	10%	-5%
Cc1ccc(OC(=O)CCC(=O)Oc2ccc(C)cc2C)c(C)c1	3%	-1%
Nc1c(N(CCO)C(=O)C2CCCC2)c(=O)[nH]c(=O)n1Cc1ccccc1	4%	-9%
Nc1ncnc2c1nc(Sc1ccc(Cl)cc1)n2[C@@H]1O[C@@H]2COP(=O)(O)O[C@H]2[C@H]1O	-1%	-1%
Cn1c(O)c(N=NC(=O)Cc2c[nH]c3ccccc23)c2ccccc21	-14%	2%
CCCC1(CCC)NC(=O)N(CC(=O)Nc2ccc(Cl)c(S(=O)(=O)N3CCOCC3)c2)C1=O	-16%	0%
CC(=O)c1cccc(OC(=O)Oc2cccc(C(C)=O)c2)c1	?	5%
Fc1ccc(CCNc2ncnc3[nH]ncc23)cc1	?	-2%
C[C@]12c3[nH]c4ccccc4c3CCN1C(=O)C(CC(=O)NCCCn1ccnc1)C[C@@H]2C(=O)N1CCCCC1 (stereo partly specified)	56%[activator]	8%
O=C(COC(=O)c1cc(S(=O)(=O)N2CCCC2)ccc1O)Nc1ccccc1Br	-11%	0%
CN(CCc1ccccc1)C(=O)c1cccc(NC(=O)Cc2cccc(NC(=O)C3CCN(C(=O)c4ccccc4)CC3)c2)c1	-18%[8.37 µM]	2%
CC(C)Cn1cnc2c(SCc3ccccn3)nc(N)nc21	8%	-4%
CC(=O)Nc1ccc(NC(=O)C(C)OC(=O)CC23CC4CC(CC(Br)(C4)C2)C3)cc1 (stereo unspecified)	11%	-7%
Cc1ccc(NC(=O)c2ncn(CCCNCCN3CCOCC3)n2)cc1C	-78%	3%
COc1ccc(N2CCN(C(=O)[C@H](C)N3C(=O)C4CC=CCC4C3=O)CC2)cc1 (stereo partly specified)	-1%	-5%
Cc1ccc(NC(=O)CN(C)C(=O)CSc2nccn2C)cc1	5%	4%
COC(=O)C1=C(c2ccc(S(C)(=O)=O)cc2)C[C@@H]2CC[C@H]1N2C(=O)NC1CCCCC1	5%	-10%
O=C(CSc1ncnc2ccccc12)NC1CCS(=O)(=O)C1 (stereo unspecified)	20%	4%
COCCN(C(=O)c1ccc(C)c(S(=O)(=O)N2CCOCC2)c1)c1c(N)n(CC(C)C)c(=O)[nH]c1=O	7%	2%
Nc1nc(Nc2ccccc2)nc2c1ncn2[C@@H]1O[C@H](CO)[C@@H](O)[C@H]1O	2µM*	3%
C[C@H](CO)N1C[C@H](C)[C@@H](CN(C)C(=O)Nc2ccccc2)Oc2ccc(NC(=O)Nc3ccc(C(F)(F)F)cc3)cc2C1=O	9%	2%
O=C(OCC(=O)N1CCN(S(=O)(=O)c2ccccc2)CC1)C1CCC1	16%	0%
